Assay outcomes deposited in PubChem BioAssay by The Scripps Research Institute Molecular Screening Center.
TAAR1 agonist: agonists of human TAAR1; Q96RJ0; CHO RD-HGA16 TAAR1, Fluo-8 calcium fluorescence; vehicle wells 0%, saturating PEA agonist 100%; activation, % at 3 µM; actives 0.99% (n = 360,000); AID 624467;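 active means activation above the mean activation of all test compounds in the run plus 3 SD, cut at about 38% in these data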
Target sequence (Q96RJ0 whole entry, looked up): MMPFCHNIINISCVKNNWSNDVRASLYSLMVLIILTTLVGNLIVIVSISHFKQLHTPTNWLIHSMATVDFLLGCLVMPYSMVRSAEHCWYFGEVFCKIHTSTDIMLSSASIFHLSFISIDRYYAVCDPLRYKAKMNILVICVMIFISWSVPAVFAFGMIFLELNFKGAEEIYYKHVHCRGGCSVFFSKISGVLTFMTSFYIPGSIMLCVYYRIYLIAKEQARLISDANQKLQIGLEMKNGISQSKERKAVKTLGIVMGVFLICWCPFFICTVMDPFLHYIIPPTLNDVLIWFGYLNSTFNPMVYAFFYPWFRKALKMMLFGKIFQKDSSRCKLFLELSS
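System: CHO RD-HGA16 cells carrying human TAAR1 plus Gα16; Incubation: 17-24 h seeding, 75 min 37 °C dye, 30 min RT; Measured by: Fluo-8 fluorescence, 5 s baseline then 140 s kinetic read; Control set: DMSO and PEA EC100; Replication: single well for each compound.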
CHO-K1 Ca antag: M1 antagonist counterscreen hit in parental CHO-K1 cells; inhibition, % at 3 µM; actives 0.6% (n = 360,000); ATP-induced calcium, Fluo-8 fluorescence; AID 602250;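 active means inhibition above a per-plate cutoff, the plate's mean sample inhibition plus 3 SD, cut at about 24% in these data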;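 further: 0% = DMSO plus EC80 ATP and 100% = DMSO alone without ATP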
M1 PAM parental: counter-screen for M1 PAMs: effect in parental CHO-K1 cells. ATP EC20, Fluo-8 calcium fluorescence; 0% at ATP EC20, 100% at ATP max. actives 0.02% (n = 360,000). activation, % at 3 µM. AID 602247;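 active means activation above the run cutoff, the mean activation of all test compounds plus 3 SD, cut at about 40% in these data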;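 further: peak over basal fluorescence ratio in a 140 s read after ATP addition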
M1 ag parental: M1 agonist counterscreen hit in parental CHO-K1 cells. Fluo-8 calcium fluorescence; scaled to maximal ATP response, vehicle zero. activation, % at 3 µM. actives 0.48% (n = 360,000). AID 602248; in the data active means activation above about 15%;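 further: untransfected CHO-K1 host cells lacking M1 receptor as counterscreen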
M1 PAM: human CHRM1 positive allosteric modulation; AID 588819; CHO-K1 hM1, Fluo-8 calcium fluorescence, ACh EC20; 0% = ACh EC20, 100% = maximal ACh; actives 0.088% (n = 360,000); activation, % at 3 µM; P11229; in the data active means activation above about 19%, passing the limit was not always enough
Target sequence (P11229 whole entry, looked up): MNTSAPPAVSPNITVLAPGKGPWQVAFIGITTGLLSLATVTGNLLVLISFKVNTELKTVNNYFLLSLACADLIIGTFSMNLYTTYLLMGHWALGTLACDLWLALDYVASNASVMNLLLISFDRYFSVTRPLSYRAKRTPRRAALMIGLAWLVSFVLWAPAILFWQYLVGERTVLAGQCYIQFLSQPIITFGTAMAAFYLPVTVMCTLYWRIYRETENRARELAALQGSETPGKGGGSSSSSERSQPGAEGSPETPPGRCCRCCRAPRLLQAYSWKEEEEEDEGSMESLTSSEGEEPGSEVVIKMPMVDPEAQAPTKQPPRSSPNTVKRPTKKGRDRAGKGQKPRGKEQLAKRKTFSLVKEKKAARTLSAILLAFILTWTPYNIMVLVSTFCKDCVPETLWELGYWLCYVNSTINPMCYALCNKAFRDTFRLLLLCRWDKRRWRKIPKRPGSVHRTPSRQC
M1 antag: blocks human M1 muscarinic receptor | P11229 | CHO-K1 hM1, Fluo-8 calcium fluorescence, ACh EC80 antagonist | inhibition, % at 3 µM | actives 1.3% (n = 360,000);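 active means percent inhibition above its own plate's cutoff, namely the mean of that plate's compound wells plus 3 SD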;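 further: peak over basal fluorescence ratio during 140 s after agonist addition; 0% = ACh EC80 plus DMSO and 100% = DMSO alone without agonist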
TAAR1 antag: antagonists of human TAAR1 | Q96RJ0 | CHO RD-HGA16 TAAR1, Fluo-8 calcium fluorescence, antagonist | inhibition, % at 3 µM | actives 1.5% (n = 360,000) | AID 624466;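 active means inhibition above a per-plate cutoff, the mean inhibition of test compounds on that plate plus 3 SD, cut at about 49% in these data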;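 further: 0% = DMSO plus EC80 beta-PEA response and 100% = DMSO alone without agonist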
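Test system – hTAAR1-expressing CHO RD-HGA16 cells, Gα16-coupled · Reagent – β-PEA at EC80 concentration, post-compound challenge · Compound dosing – 3 µM, single point · Timing – 140 s kinetic read after compound, 140 s after agonist · Detection – Fluo-8 intracellular calcium dye fluorescence, real-time kinetic reads · Control set – DMSO and EC80 PEA controls · Repeats – n of 1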
CHO parental Ca: counter-screen: ATP calcium response change in parental CHO cells | actives 0.63% (n = 330,000) | inhibition, % at 5.6 µM | AID 463079 | parental CHO-K1, ATP-induced calcium, Fluo-8 fluorescence;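 active means inhibition above that plate's mean sample inhibition plus 3 SD, cut at about 26% in these data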;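 further: 0% = ATP-challenged DMSO wells and 100% = DMSO wells without ATP; some compounds past the cut are filed as inactive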
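Material: parental CHO cells / Compound: single nominal dose of 5.6 µM per compound / Signal: Fluo-8 fluorescence / Replicates: singlicate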
M1 ag: agonists of human M1 muscarinic receptor; CHO-K1 hM1, Fluo-8 calcium fluorescence, agonist mode; 0% DMSO, 100% acetylcholine EC100; actives 0.33% (n = 360,000); activation, % at 3 µM;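 active means activation above the run's mean compound activation plus 3 SD, cut at about 16% in these data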;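 further: peak over basal fluorescence ratio within a 140 s kinetic read after compound addition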
An asterisk follows results filed as active; / = not tested or not shown; & = joins results of further samples.

SMILES	TAAR1 agonist	CHO-K1 Ca antag	M1 PAM parental	M1 ag parental	M1 PAM	M1 antag	TAAR1 antag	CHO parental Ca	M1 ag
Cc1c(NC(=O)c2cc(-c3ccco3)on2)c(=O)n(-c2ccccc2)n1C	0.2	10.2	-8.1	0.1	-1.4	4.1	15.2	-4.2	-8.4
CCOc1ccc([N+](=O)[O-])c(N)c1	-0.9	19.6	-12.2	-0.3	1.3	-6.9	9.8	-7.4	-3.2
COc1cc(C(=S)N2CCCCC2)ccc1OCC(=O)N1CCCC1	5.7	15.4	-4.7	-0.3	-1.8	13.2	1.9	-12.9	-2.3
Cc1ccc(NC(=O)CSCC(=O)Nc2ccccc2N2CCCC2)cc1	-1.8	-9.9	14.0	0.4	9.5	-14.8	2.6	-20.9	-4.4
C/C(=N\O)C(=O)NCC1CCNCC1	2.3	-7.3	11.3	0.3	-9.9	4.6	-11.3	-6.7	-8.8
NC(=O)COC(=O)c1cccc(S(=O)(=O)N2CCCc3ccccc32)c1	2.9	-15.1	16.4	3.7	3.5	0.9	10.1	-1.9	-3.3
CCOC(=O)C1=C(C)NC(C)=C(C(=O)OCC)C1c1ccco1	-0.9	-2.1	-6.1	-0.3	7.1	-14.0	-8.0	-17.2	-6.1
COc1ccc(/C=C/C(=O)O)cc1S(=O)(=O)N1CCCC1	4.6	8.8	0.0	0.5	9.0	-5.9	-5.2	-11.9	1.5
CC(C)C[C@H]1CN(CCCC[C@H]2CNC(=O)C(=O)N2CC2CCCCC2)C(=O)C(=O)N1CCC1CCCCC1	3.3	-18.6	9.6	0.7	/	/	2.8	/	/
CC1CN(C(=O)CCNS(=O)(=O)c2ccc(Br)cc2)CC(C)O1 (stereo not drawn)	1.9	-5.5	8.0	0.0	7.3	-1.6	5.3	6.7	-3.2
Cc1ccc(C(c2nnnn2CC2CCCO2)N2CCN(c3cccc(C)c3C)CC2)cc1 (stereo not drawn)	2.1	2.0	3.5	-0.1	-5.4	-15.9	-3.7	-15.3	-2.6
Cc1ccc(C(=O)Nc2cccc(C(F)(F)F)c2)cc1NC(=O)c1csc(-c2ccncc2)n1	/	3.9&-7.9	-10.3&2.1	-0.1&-0.6	-6.2&-5.6	4.5&12.8	/	-13.6	-2.2&-4.5
Cc1noc(C)c1S(=O)(=O)N(C)C[C@H]1Oc2c(NC(=O)NC3CCCCC3)cccc2C(=O)N([C@H](C)CO)C[C@@H]1C	4.7	-8.8	10.0	0.3	1.6	5.2	6.8	-15.3	-5.9
c1ccc(C(Cc2nc(-c3cccnc3)no2)c2ccccc2)cc1	11.4	-11.1	22.4	1.3	0.9	-3.0	28.9	-20.8	-1.1
CC(CNC(=O)CCS(=O)(=O)c1ccc2c(c1)oc(=O)n2C)c1ccccc1 (stereo not drawn)	11.6	-13.0	2.1	0.8	3.9	-9.1	-3.8	-20.4	-3.0
NC(=O)c1ccc(NC(=O)C2CCCC2)cc1	3.0	-8.7	5.5	-0.1	2.2	2.0	-30.1	0.2	-3.0
O=C(COC(=O)/C=C/c1c(F)cccc1Cl)NCC1CCCO1 (stereo not drawn)	4.9	19.5	-29.6	-0.1	6.7	-4.6	-15.6	/	-1.4
C/C(=N\N=C(/N)c1nonc1N)c1ccc2c(c1)OCO2	2.1	-9.6	-3.1	1.7	-5.5	11.4	8.8	-4.3	-3.1
CS(=O)(=O)N(CC(=O)N1CCCC1)Cc1ccc(F)cc1	0.5	-13.2	13.1	1.0	-4.3	0.6	-3.8	-11.6	-1.1
COC(=O)c1c(C)cc(C)n2c1nc1ccccc12	-2.6	1.5	-2.0	-0.1	-5.8	-0.4	-14.1	-13.8	-7.1
O/N=C1\CCSc2ccc(F)cc21	3.0	-13.3	20.8	1.0	10.8	-9.8	-15.2	-5.9	-3.0
Cc1ccc(Nc2ncnc(N)n2)cc1C	3.4	-8.1	17.2	0.9	13.1	-16.3	4.9	6.2	-9.1
CCOc1ccc(S(=O)(=O)Nc2nc3ccccc3nc2Nc2ccc(N3CCOCC3)cc2)cc1	9.1	-6.2	12.2	1.5	-5.8	-2.6	-12.3	-15.5	-5.1
O=C(N/N=C\c1ccc(-c2ccc([N+](=O)[O-])cc2)o1)c1ccc2c(c1)OCO2	0.7	3.7	-4.4	0.4	5.1	-3.6	2.2	3.7	-5.2
CCOC(=O)C1CCN(C(=O)C(C)Oc2ccc(Br)cc2)CC1 (stereo not drawn)	0.3	-5.7	23.6	4.4	0.1	-3.4	12.5	-15.0	-4.8
CC(C)(C)c1ccc(C(=O)NNC(=S)NC(=O)c2cccnc2)cc1	85.9*	-8.9	8.4	-0.1	8.3	-5.5	35.3	-6.7	6.7
Nc1ccc(-n2nncc2-c2ccco2)cc1	11.9	-12.1	13.2	0.1	-3.5	-2.0	11.0	-13.7	-3.7
CCOC(=O)c1c(NC(=O)C2CCCO2)sc2c1CCC2 (stereo not drawn)	9.8	-5.5	14.7	-0.3	-19.8	15.8	-18.8	-22.1	-3.8
Cc1ccc(SCCN2CCN(CCc3ccccc3)CCC2=O)cc1	10.1	-1.8	1.5	-0.3	-5.3	10.7	-0.9	-19.2	-12.8
COc1ccc(NC(=O)C(NC(=O)OC(C)(C)C)C(C)OCc2ccccc2)cc1 (stereo not drawn)	6.4	-4.7	-5.7	-0.6	-3.5	4.2	-6.4	-8.3	-6.0
Cc1ccc(S(=O)(=O)n2cc(CO)c3ccccc32)cc1	-2.6	-8.7	-5.1	4.1	4.6	-8.3	-4.8	/	-5.2
CCC1(C)COC(C)(CC(=O)NNC(=O)Nc2ccccc2)OC1 (stereo not drawn)	1.4	-3.9	7.8	0.0	5.3	-1.7	-6.5	2.3	-4.2
CC(C)N(C(=O)Cn1cc(S(=O)(=O)CC(=O)Nc2ccccc2)c2ccccc21)C(C)C	2.3	-2.8	9.3	-0.3	3.6	-6.0	-37.0	-15.7	-3.8
CC(C)CC(=O)NC(=S)Nc1cc(C(=O)O)ccc1Cl	3.4	-2.2	2.7	-0.1	4.4	13.0	7.7	-6.5	-9.1
O=C(NC(=S)Nc1ccccc1N1CCOCC1)c1cccc([N+](=O)[O-])c1	12.6	-6.3	3.5	2.0	3.7	-5.2	43.9	-19.3	0.4
COc1ccc(S(=O)(=O)NC2(C(F)(F)F)N=C(c3ccccc3)NC2=O)cc1 (stereo not drawn)	6.2	-7.8	15.9	0.5	1.9	-1.1	12.0	-4.7	-3.5
C=Cn1cc[n+](CC(=O)c2ccc(OC)cc2)c1	2.1	-6.2	7.2	0.1	-1.9	-6.4	3.2	-4.3	-8.3
Cc1c(C#N)c2ccccc2n1CC(=O)NCCc1c[nH]c2ccccc12	15.3	1.9	7.9	3.4	-13.4	13.8	33.6	-8.9	2.2
COc1ccc(CNC(=O)C2(C)Cc3c(-c4ccc(C(N)=O)cc4)ccnc3O2)cc1OC (stereo not drawn)	-1.9	-6.3	5.4	0.0	6.1	-7.4	1.7	/	-2.4
CC(C)N(C(=O)Cn1cc(SCC(=O)NCC2CCCO2)c2ccccc21)C(C)C (stereo not drawn)	0.2	-1.8	-8.3	-0.3	0.1	7.3	6.9	-26.0	-5.1

3 of the entries above in order of their number in TAAR1 antag, highest first:
Molecule	M1 antag	TAAR1 antag
O=C(N/N=C\c1ccc(-c2ccc([N+](=O)[O-])cc2)o1)c1ccc2c(c1)OCO2	-3.6	2.2
O/N=C1\CCSc2ccc(F)cc21	-9.8	-15.2
CC(C)N(C(=O)Cn1cc(S(=O)(=O)CC(=O)Nc2ccccc2)c2ccccc21)C(C)C	-6.0	-37.0

Additional results follow:
SMILES	TAAR1 agonist	CHO-K1 Ca antag	M1 PAM parental	M1 ag parental	M1 PAM	M1 antag	TAAR1 antag	CHO parental Ca	M1 ag
COc1ccc(NC2CCCN(C(=O)C3=NNC(=O)CC3)C2)cc1 (stereo not drawn)	0.3	-14.0	16.4	0.5	7.6	-15.9	-12.9	/	-2.8
Cc1ccc(SCc2[nH]nc3c2C(c2cccnc2)C(C#N)=C(N)O3)cc1 (stereo not drawn)	12.5	-8.7	-2.1	0.0	-0.5	-17.6	-3.3	-5.4	-3.6
Cc1cc(NC(=O)CSc2nnnn2-c2ccc(C)c(Cl)c2)no1	10.5	-10.5	-17.7	0.8	-0.3	-1.4	-1.5	8.5	-2.8
CC(C)C(c1nnnn1C1CCCC1)N1CCOCC1 (stereo not drawn)	4.8	-4.6	23.7	1.2	3.0	7.1	-19.6	0.9	-4.4
CCOC(=O)C1CCN(CC(=O)Nc2cc(S(=O)(=O)N3CCCCC3)ccc2Cl)CC1	1.1	7.8	3.3	5.3	-5.5	0.8	25.6	/	-4.4
C[C@@H](NCCCn1ccc(NC(=O)OCc2ccccc2)nc1=O)c1cccc2ccccc12	13.9	-4.2	6.5	1.6	-1.5	1.7	-12.9	/	-7.8
O=C(NCCCN1CCOCC1)c1cc(-c2ccc(Br)cc2)nc2ccccc12	8.4	-1.0	12.2	3.4	3.5	-0.5	6.1	-28.7	-2.1
COc1ccc(NC(=O)N(C)C[C@H]2Oc3ccc(NC(=O)Cc4ccccc4)cc3C(=O)N([C@H](C)CO)C[C@@H]2C)cc1	7.7	-5.2	10.0	-0.1	4.7	-2.5	-6.3	-4.1	-4.9
O=C(c1ccc2nc(Cc3cccc(Cl)c3)oc2c1)N1CCOCC1	0.3	-1.8	7.4	1.1	-3.8	12.8	-12.1	-0.9	-2.5
COc1ccccc1NC(=O)c1ccc(COc2ccccc2OC)o1	-1.1	3.6	-2.0	0.8	-2.1	17.6	32.6	-28.8	6.6
CC(C)C(=O)Nc1c(-c2cccs2)c(=O)c2ccccc2n1C	4.5	-24.4	9.8	0.7	6.0	-10.2	7.7	-5.5	-2.2
CC1(Oc2ccc(F)cc2)CCN(Cc2ccccc2OC(F)F)C1 (stereo not drawn)	7.2	-2.6	21.7	0.8	-2.0	0.7	-7.5	/	-6.2
O=C(CN(CCO)c1ccccc1)Nc1ccc(Cl)c(S(=O)(=O)N2CCOCC2)c1	5.2	-11.1	8.0	4.1	1.0	-2.2	0.8	-10.5	-1.3
CCCCn1nnnc1NCc1ccc(N(CC)CC)cc1	9.9	-6.9	12.9	1.5	-13.6	10.4	17.4	-0.3	-7.2
COc1ccccc1CNCC(O)Cn1c2ccccc2c2ccccc21 (stereo not drawn)	29.2	5.5	22.7	10.1	5.6	3.1	10.8	7.2	6.1
CN(c1ccccc1)c1nc(N)c([N+](=O)[O-])c(NC2CCCCC2)n1	2.1	0.7	4.0	2.7	-4.7	8.0	-3.0	/	-3.1
